# Rev-erbA mod – Rev-erb alpha (human) modulation; Rev-erbα–FITC-DNA binding, fluorescence polarization, 90 min; hit rate 0.79% among 370,000; P20393; AID 1259318; activity, % at 10 µM;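 active means activity above about 14%, limit read from the data; passing the limit was not always enough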;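 further: 0% = DMSO wells with 35 nM protein and 100% = DMSO wells with 750 nM protein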
# Target sequence (P20393 whole entry, looked up): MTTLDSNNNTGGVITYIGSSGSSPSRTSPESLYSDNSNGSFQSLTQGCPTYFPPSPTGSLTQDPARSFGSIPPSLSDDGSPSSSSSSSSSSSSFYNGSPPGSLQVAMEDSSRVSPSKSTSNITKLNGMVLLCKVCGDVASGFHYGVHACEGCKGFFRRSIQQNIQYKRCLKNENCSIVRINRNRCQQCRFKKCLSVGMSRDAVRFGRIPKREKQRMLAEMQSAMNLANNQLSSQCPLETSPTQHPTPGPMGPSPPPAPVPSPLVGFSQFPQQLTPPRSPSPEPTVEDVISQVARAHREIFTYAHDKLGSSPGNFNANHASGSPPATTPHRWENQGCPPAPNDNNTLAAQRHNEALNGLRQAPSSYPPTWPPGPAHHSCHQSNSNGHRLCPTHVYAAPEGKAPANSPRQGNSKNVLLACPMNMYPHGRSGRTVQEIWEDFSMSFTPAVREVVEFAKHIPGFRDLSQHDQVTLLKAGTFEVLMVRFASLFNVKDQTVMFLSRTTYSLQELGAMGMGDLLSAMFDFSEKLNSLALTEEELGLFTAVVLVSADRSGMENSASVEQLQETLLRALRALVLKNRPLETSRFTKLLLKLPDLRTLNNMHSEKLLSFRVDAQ
# HTRA1 inh – blocks human HTRA1 serine peptidase; Q92743; recombinant HTRA1, FP-rhodamine activity-based probe, fluorescence polarization; inhibition, % at 5.96 µM; hit rate 0.5% among 340,000; in the data active means inhibition above about 36%;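 further: 0% = enzyme with DMSO and 100% = wells lacking enzyme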
# PG9 Ab binder – small molecules binding HIV-1 gp120 antibody PG9 | hit rate 0.43% among 360,000 | inhibition, % at 6.7 µM | TR-FRET gp120-PG9 antibody binding; in the data active means inhibition above about 8.5%
# TCR CD3 inh – inhibitors of human TCR-CD3 interaction. hit rate 0.37% among 360,000. inhibition, % at 9.4 µM. AID 651800. TAMRA-labeled TCR probe fluorescence, biochemical; in the data active means inhibition above about 19%;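 further: recombinant mutant TCR 2C K166C tagged with TAMRA read by polarization; 0% = receptor in buffer alone and 100% = receptor with positive control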
# mABHD4 FP – inhibitors of mouse ABHD4; hit rate 0.54% among 370,000; purified mABHD4, FP-Rh probe fluorescence polarization; inhibition, % at 8.92 µM; Q8VD66; AID 720543;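 active means inhibition exceeding the mean over every tested compound plus 3 SD, cut at about 30% in these data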;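 further: 0% = plate median of compound wells and 100% = S159A mutant with DMSO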
# Target sequence (Q8VD66 whole entry, looked up): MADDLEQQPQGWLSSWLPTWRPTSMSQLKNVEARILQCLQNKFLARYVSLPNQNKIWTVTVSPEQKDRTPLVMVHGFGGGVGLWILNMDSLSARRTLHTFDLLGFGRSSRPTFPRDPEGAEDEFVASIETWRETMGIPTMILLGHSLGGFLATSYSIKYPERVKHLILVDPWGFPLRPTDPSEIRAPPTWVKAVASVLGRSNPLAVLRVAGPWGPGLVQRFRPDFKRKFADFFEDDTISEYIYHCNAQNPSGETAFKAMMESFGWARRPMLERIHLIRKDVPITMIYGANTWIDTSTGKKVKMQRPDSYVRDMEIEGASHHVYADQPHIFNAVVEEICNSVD
#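 Assay system: Wild-type mouse ABHD4 protein | Medium: HEPES pH 7.0 buffer, 150 mM NaCl, 0.01% Pluronic F-127 | Incubation: Enzyme–compound pre-incubation 45 min, then probe 60 min, both 25 °C | Technique: Fluorescence polarization with parallel and perpendicular emission, 525/598 nm | Evaluation: % inhibition of FP-Rh probe binding versus controls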
# rCAG RNA binder – r(CAG) repeat RNA binding. TO-PRO-1 dye displacement fluorescence. inhibition, % at 3 µM. hit rate 1.3% among 370,000;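 active means inhibition above the plate cutoff, the mean of all test compounds on that plate plus 3 SD, cut at about 35% in these data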;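 further: 0% = DMSO alone and 100% = 100 µM mitoxantrone as full dye displacement; higher means more dye released from RNA so lower well fluorescence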
# PRMT1 FP inh – inhibitors of human PRMT1; recombinant PRMT1, activity-based probe fluorescence polarization; Q99873; AID 652257; inhibition, % at 2.79 µM; hit rate 1.3% among 370,000;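 active means inhibition above about 21% made by adding two undisclosed values, limit read from the data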
# LEDGF integ inh – blocks HIV-1 LEDGF/p75-dependent DNA integration; hit rate 0.64% among 370,000; inhibition, % at 3.7 µM; TR-FRET IN-LEDGF/p75 DNA integration, Eu/Cy5; AID 743269;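 active means inhibition above the screen-wide mean plus 3 SD, cut at about 13% in these data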;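 further: signal is the Cy5 over europium emission ratio at 671 and 618 nm; 0% = plate median of compound wells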
# UHRF1 binding – blocks human UHRF1 binding to methylated DNA | Q96T88 | UHRF1 binding to methylated oligo, TR-FRET | inhibition, % at 4.4 µM | hit rate 0.75% among 370,000; in the data active means inhibition above about 21%;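 further: UHRF1 SRA domain binding a hemimethylated CpG hairpin DNA probe; 0% = median of test compound wells and 100% = reference inhibitor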
# MBD2 inh – inhibitors of human MBD2 binding to methylated oligonucleotide. hit rate 0.31% among 370,000. inhibition, % at 4.4 µM. Q9UBB5. AID 686964. TR-FRET; in the data active means inhibition above about 13%
# Numbers without * were called inactive; . = no result given. Not all compounds are listed; rates above refer to the full screens.
SMILES,Rev-erbA mod,HTRA1 inh,PG9 Ab binder,TCR CD3 inh,mABHD4 FP,rCAG RNA binder,PRMT1 FP inh,LEDGF integ inh,UHRF1 binding,MBD2 inh
O=S1(=O)c2ccc(Br)cc2OC[C@H](Cc2ccccc2)N1Cc1cn(CCC2OCCO2)nn1,0,.,.,.,3,3,-2,-2,-1,-3
CCn1c(O)c(C=NC2CCCC2)sc1=S,0,-1,-0.6,-8,3,0,-1,2,5,1
CC(C)C[C@@H](COCc1ccc(Cl)cc1)N1CCN(C(=O)c2ccc(C(F)(F)F)cc2)CCC1=O,-3,.,-1.1,-6,-1,-2,-1,-3,1,-2
CN1CCN(C(=O)c2ccc(CN(c3ccccc3)S(=O)(=O)c3ccccc3)cc2)CC1,.,3,0.0,-3,-3,-8,-7,4,0,-2
COc1ccc(NC(=S)NCc2ccc(S(N)(=O)=O)cc2)cc1OC,-3,5,-1.4,3,0,0,3,-6,3,4
Cc1cccc(Oc2nc(-c3ccncc3)nc3ccccc23)c1,2,-34,-0.7,-2,-20,-1,-3,3,-3,4
CC[C@]12c3[nH]c4ccccc4c3CCN1C(=O)C(CC(=O)NCCN1CCOCC1)C[C@@H]2C(=O)N1CCN(C(=O)C2CC2)CC1 (stereo partly specified),-5,2,-1.0,-3,-6,3,-2,-3,0,0
CSCCC(NC(=O)c1ccc(Cl)cc1Cl)C(=O)OC1CCCCC1=O (stereo unspecified),0,-3,-0.2,-2,5,-8,3,0,0,2
Cc1ccc2nc(-c3ccc(NC(=O)COC(=O)c4ccc([N+](=O)[O-])o4)cc3)sc2c1,1,-3,-0.9,2,4,2,0,-1,1,3
COC(=O)CC1C(=O)NCCN1C(=O)CSc1nnnn1-c1ccc(OC)cc1 (stereo unspecified),-3,-8,2.0,3,6,-2,4,-2,1,-2
Cc1cccc(OCC(=O)O/N=C(\N)c2ccncc2)c1,2,-3,0.4,1,2,-3,0,1,1,-3
O=C(CSc1ncc(C(F)(F)F)cc1Cl)N1CCN(S(=O)(=O)c2ccc3ccccc3c2)CC1,9,-4,-1.8,3,1,1,0,4,-3,-8
O=C(Nc1ccccc1F)c1ccccc1C(=O)Nc1ccccc1F,2,.,1.6,-3,-7,-1,3,3,3,5
Cc1cc(C)cc(C(=O)NCC(=O)OCC(=O)NC2CCCc3ccccc32)c1 (stereo unspecified),2,1,1.4,-4,2,1,-5,3,-2,-3
Cc1occc1-c1nc(-c2ccccn2)no1,1,-7,2.0,-1,4,-4,2,2,-1,3
Cc1ccc(CNC(=O)c2cc(-c3ccccc3)n(Cc3cc(C)no3)n2)cc1,0,-31,-2.2,7,-5,-3,0,-4,-2,-4
CCn1c(SCC(=O)N2CCCCC2)nc2c([nH]c3ccccc32)c1=O,-6,6,-0.8,2,-3,2,-3,-1,0,0
CC(C)CC(c1nnnn1Cc1cccs1)N1CCN(c2nc3ccccc3s2)CC1 (stereo unspecified),1,-9,-0.5,5,-14,6,-2,4,8,3
O=C(CSc1nnc(-c2ccccn2)n1-c1ccccc1)c1ccc2c(c1)OCO2,-1,.,.,.,5,4,-1,2,-1,2
Cc1ccc2nnc(Cl)n2n1,1,7,-0.1,0,6,-2,-1,2,1,2
CCN(CC)S(=O)(=O)c1ccc(OC)c(NC(=O)CSc2cc(C)ccc2C)c1,3,-31,0.2,8,5,2,-2,-1,-2,5
O=C1CC(C2CCCO2)C(=O)N1Cc1ccccc1 (stereo unspecified),1,5,-0.9,0,5,-1,1,-2,-2,3
CC(C)c1cccc(C(C)C)c1NC(=O)COC(=O)c1ccc(OCC(=O)Nc2cccc(C(F)(F)F)c2)cc1,-7,-8,-0.4,-3,-8,-4,1,-2,0,0
O=C(COc1ccccc1)Nc1ccc(S(=O)(=O)Nc2ccccn2)cc1,3,0,0.1,-1,-9,7,32*,-3,3,4
Nc1nc(OCc2ccccc2)c2[nH]cnc2n1,0,4,-0.1,-1,5,2,1,0,2,1

# Results in MBD2 inh, for some of the entries so far:
compound | MBD2 inh
Cc1cccc(OCC(=O)O/N=C(\N)c2ccncc2)c1 | -3
O=C(CSc1ncc(C(F)(F)F)cc1Cl)N1CCN(S(=O)(=O)c2ccc3ccccc3c2)CC1 | -8
O=C(Nc1ccccc1F)c1ccccc1C(=O)Nc1ccccc1F | 5

# Later entries
SMILES,Rev-erbA mod,HTRA1 inh,PG9 Ab binder,TCR CD3 inh,mABHD4 FP,rCAG RNA binder,PRMT1 FP inh,LEDGF integ inh,UHRF1 binding,MBD2 inh
Cc1nn(-c2ccccc2)c(N)c1C1(O)C(=O)N(C(C)C)c2ccccc21 (stereo unspecified),-6,4,-1.1,7,-4,1,3,-2,-2,1
CCOC(=O)c1nc(Nc2ccc(C(C)=O)cc2)c2ccccc2n1,4,-8,-0.1,6,4,1,2,6,4,0
CSc1nc2ccc(NC(=O)c3c(F)cccc3F)cc2s1,-3,-25,-2.4,2,-7,3,8,-4,0,1
CCCc1nnc(SCC(=O)N2CCCC(C)C2)n1CCOC (stereo unspecified),-9,1,0.7,4,-2,-2,-2,-1,-2,1
CCCCn1c(N)c(N(CCOC)C(=O)c2oc3ccc(OCC)cc3c2C)c(=O)[nH]c1=O,-1,-8,1.8,-6,3,1,1,-2,-2,-7
O=C(C(=O)N1CCC(c2ccccc2)CC1)c1ccc(F)c(F)c1,-4,.,-0.3,24*,-12,-1,4,-3,4,7
Cn1c(SCc2ccc3c(c2)OCO3)nnc1-c1ccccc1,3,-2,-1.6,-4,-8,-7,3,-7,3,0
Cc1ccc(S(=O)(=O)c2cnc(-c3ccccc3)nc2N2CCCCC2)cc1,1,-18,-2.5,-1,-6,4,-1,-6,-1,-1
O=C(Nc1ccccc1-c1ccccc1)NC1CCN(C(=O)N2CCOCC2)CC1,-1,0,0.6,0,4,-5,1,0,0,3
O=C(NC(Cc1ccccc1)C(=O)O)/C(=C/c1cccc([N+](=O)[O-])c1)NC(=O)c1cccc(Br)c1 (stereo unspecified),0,-4,-1.0,-2,-14,48*,1,0,2,6
COc1ccc(-n2c(SC(C)C(=O)N3CCOCC3)nc3ccccc3c2=O)cc1 (stereo unspecified),-11,0,-1.4,1,-8,-4,0,1,-1,2
O=C(Cc1ccccc1)NCCN1CCCC1,-19,0,-0.4,-2,-2,1,-4,3,-3,-3
CCOC(=O)C1=C(C)Nc2ccc(C)cc2S1,-2,6,-1.4,6,3,-2,42*,1,-1,-2
CCOc1ccccc1NC(=O)CN(c1ccc(OC)cc1)S(=O)(=O)c1c(C)[nH]c(=O)[nH]c1=O,-4,3,-2.3,1,0,29,-2,0,2,1
CCOc1cc(C(=O)NC2CCCCCCC2)cc(OCC)c1OCC,5,-3,0.0,-4,6,-6,-2,2,1,0
Cc1ccc(-c2n[nH]c(=O)c3ccccc23)cc1N,6,4,1.4,13,-1,0,0,-1,2,0
Cc1cc(NC(=O)NCc2ccco2)ccc1NC(=O)NCc1ccco1,-2,-2,-2.7,-8,-2,12,9,1,3,5
Cn1c(-c2ccc3c(c2)OCO3)c(C(=O)O)c(=O)c2ccccc21,2,2,0.7,-9,6,-2,-1,-4,2,2
CCN(C(=O)COC(=O)CNS(=O)(=O)c1ccccc1)c1ccccc1,-2,2,0.5,1,4,-4,1,-2,1,1
CC1CC2(CCCC2)N(C(=O)N(C)C)c2ccc(F)cc21 (stereo unspecified),1,8,-0.7,8,0,-7,-4,-4,5,-8
COc1ccc(-n2cc([N+](=O)[O-])c(=O)c3ccc(Cl)cc32)cc1,-1,8,-0.6,4,2,3,-1,-3,-2,1
O=C(COc1ccc(F)cc1Br)NCCCN1CCCC1=O,-1,12,1.3,-2,3,-2,0,0,-1,2
CC(=O)Nc1ccc(S(=O)(=O)NCCCc2ccccc2)cc1,0,-2,0.2,2,1,-1,-1,1,-1,2
c1ccc(CN2CCN(C(c3ccccc3)c3ccccc3)CC2)cc1,5,13,0.8,-6,5,-3,-6,8,1,-4
CCOCC(=O)Nc1cccc(Br)c1,1,3,-2.4,3,-3,4,1,-2,0,1
# Next section:
SMILES,Rev-erbA mod,HTRA1 inh,PG9 Ab binder,TCR CD3 inh,mABHD4 FP,rCAG RNA binder,PRMT1 FP inh,LEDGF integ inh,UHRF1 binding,MBD2 inh
O=C(/C=C/c1ccc(OCCCF)cc1)Nc1ccnc(-c2ccncc2)n1,-3,-20,-1.2,-5,-19,1,-5,5,4,1
O=C(CC1C(=O)NCCN1Cc1ccc(-c2ccccc2)cc1)NC1CCC1 (stereo unspecified),-5,-8,-2.8,-2,3,-5,0,1,-2,-1
CCCCNC(=S)N(C)/N=C/c1c(C)[nH]c2ccccc12,-6,3,-3.3,-2,-5,2,3,1,2,3
O=C1NC2(CCCCC2)C(=O)N1CCS(=O)(=O)Oc1ccccc1,0,-2,0.1,4,-5,-2,1,1,-5,-1
CC(/C=N/NC(=O)Cc1cc(=O)[nH][nH]1)=C\c1ccccc1,5,1,-0.1,-4,11,11,0,-2,-8,2
O=CNNC(=O)c1cccc([N+](=O)[O-])c1,2,-4,-0.1,-1,10,2,4,-6,4,-3
C[C@H](O)[C@@H]1C(=O)N2CCc3ccc(N4CCOCC4)cc3[C@@H]2C[C@@H]1N(C)C(=O)C(C)(C)C,-2,15,-1.9,5,4,1,0,2,-3,-1
c1ccc(-n2c(-c3ccncc3)nnc2-c2cccs2)cc1,-4,4,-0.7,-2,2,-4,-3,0,0,-3
O=[N+]([O-])c1ccc(-c2nc(NCc3ccccc3)c3ccccc3n2)cc1,-27,-9,-3.3,-7,-6,5,2,2,8,9
CCOC(=O)[C@]12CCCCC/C=C\1N(CCc1ccc(Cl)cc1)C(=O)[C@H]2CC(=O)NCc1ccccc1,3,.,.,.,-11,5,-3,3,0,-7
O=C(CSc1ccccn1)Nc1ccc(N2CCOCC2)cc1,-1,4,-0.7,5,-1,-2,2,3,93*,-7
O=C(NC1CCCCC1)N1CCN(c2ncccn2)CC1,-1,7,-0.1,2,-7,1,-1,-2,11,3
CCOc1ccc(-n2c(C)c(C(C)=O)c(C(C)=O)c2C)cc1,0,-2,1.1,-1,0,-1,-1,2,2,-1
COc1ccc(N2CCN(C(=O)C3(S(=O)(=O)c4ccc(C)cc4)CC3)CC2)cc1,-3,3,-2.1,-7,1,-6,2,0,-2,0
COc1cc(CN(C)Cc2cc(=O)oc3cc(C)c(Cl)cc23)ccc1OC(F)F,6,-28,-1.7,1,-15,-1,-2,5,-1,1
COc1cc(OC)cc(C(=O)NCC(=O)N2CCN(S(=O)(=O)c3ccccc3F)CC2)c1,-2,8,-1.7,2,-4,1,-1,3,3,0
CCn1ncc(CNC(=O)C2(C)CC2(Br)Br)c1C (stereo unspecified),3,7,0.5,2,10,-1,2,-5,1,1
Cc1cc(NC(=O)CSc2ccccc2)no1,-4,0,1.2,7,9,0,0,0,0,1
O=C(N/N=C/c1ccccc1F)c1cccc2ccccc12,5,1,-3.1,-6,-5,-2,-2,2,3,1
CCOc1ccc(-c2cn3ccccc3n2)cc1,1,-2,-2.2,-7,-5,-1,-1,-3,3,7
COc1ccc(/C=C2\C(=O)N(Cc3ccc(F)cc3)CC(=O)N2Cc2ccccc2)cc1,2,-26,1.0,0,-1,4,-1,1,-3,1
COc1cccc(-c2nc(CS(=O)(=O)CC(=O)Nc3ccccc3Br)c(C)o2)c1,2,-6,-0.7,1,-1,0,1,-2,-1,-1
CC(C)C[C@H](NC(=O)Nc1ccc2c(c1)OCCO2)C(=O)O,1,3,-2.1,8,2,-1,-4,2,1,0
